Screens (PubChem)
GLP1R cytotox: qHTS of GLP-1 Receptor Inverse Agonists: Cytotox Screen | HEK293 cAMP-luciferase reporter cells, luminescence, 24 h | Potency, µM (titrated, usually from 38.3 µM), inactives show top-dose activity change, negative = inhibition, actives largely listed as inhibitors | 0.13% of 410,000 active | AID 624418, 2012;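 further: loss of luciferase light is scored as toxicity; potency means the concentration at half of the fitted maximal effect; on the % scale 0 is the no-effect control and ±100 the full control effect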
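Quantitative HTS format, 1536 wells, 200 cells/uL seeded. Compounds: 23 nL, 24 h, 37 °C. Detection: luciferase reagent, luminescence at 12 min RT; decreased signal taken as cytotoxic.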
KB-V1 cytotox: qHTS assay for MDR1-selective chemotherapeutics: Primary screen using the drug-selected MDR subline cells KB-V1. KB-V1 MDR cells viability, CellTiter-Glo, 72 h. Potency, µM (titrated, usually from 46.1 µM), for inactives: at the highest dose activity change, negative = cytotoxicity, most hits filed as cytotoxic. 3.4% of 400,000 active. AID 1347076, 2019; further: potency means the concentration at half of the fitted maximal effect; on the % scale 0 is the no-effect control and ±100 the full control effect; nearly all actives have a fitted effect of over 60% in size
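Potencies derive from concentration-effect curves fitted to normalized luminescence (CellTiter-Glo) of KB-V1 cells treated for 72 h at 37 degrees C in phenol-red-free DMEM containing 10% FBS.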
HT1080 IDH1KD tx: qHTS for induction of synthetic lethality in tumor cells producing 2HG: qHTS for the HT-1080-IDH1KD cell line; HT-1080 IDH1 knockdown viability, ATP luminescence, 48 h; Potency, µM (series often up to 46.1 µM), for inactives: top-dose activity, negative = toxicity, hits mostly cytotoxic; 2% of 360,000 active; AID 686971, 2013;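 further: potency means the concentration at half of the fitted maximal effect; 0% = DMSO wells and -100% = cell-free medium wells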
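Viability of IDH1-knockdown HT-1080 fibrosarcoma cells was assessed by CellTiter-Glo after 48 h at 37 °C with titrated compound; concentration-effect curves were classified by fit quality and response size.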
HT1080-NT tox: qHTS for induction of synthetic lethality in tumor cells producing 2HG: qHTS for the HT-1080-NT fibrosarcoma cell line. Potency, µM (series often up to 46.1 µM), for the others: top-dose activity, negative = less viability, most hits filed as cytotoxic. 1.6% of 360,000 active. HT-1080-NT fibrosarcoma viability, CellTiter-Glo ATP luminescence, 48 h;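 further: NT is the 2HG producing partner of a matched IDH1 knockdown line; potency means the concentration at half of the fitted maximal effect; 0% = DMSO-treated cells and -100% = media-only wells without cells; nearly all actives have a fitted effect of over 55% in size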
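A 48-hour cytotoxicity screen used HT-1080-NT cells plated 2 hours before compound delivery. ATP-based CellTiter-Glo luminescence measured viability, normalized to DMSO and no-cell controls.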
KB-3-1 cytotox: qHTS assay for MDR1-selective chemotherapeutics: Primary screen using the parental adenocarcinoma cell KB-3-1. Potency, µM (doses to about 46.1 µM), inactives show at the highest dose activity change, negative = cytotoxic, most hits filed as cytotoxic. AID 1347075, 2019. KB-3-1 viability, CellTiter-Glo ATP luminescence, 72 h. 1.4% of 400,000 active; further: potency means the concentration at half of the fitted maximal effect; on the % scale 0 is the no-effect control and ±100 the full control effect; nearly all actives have a fitted effect of over 60% in size
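72 h, 37 °C compound treatment of KB-3-1 parental cells; CellTiter-Glo added, 10 min, luminescence read. Data corrected against DMSO-only plates and normalized before curve fitting.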
SW480 rereplic: A quantitative high throughput screen for small molecules that induce DNA re-replication in SW480 colon adenocarcinoma cells | 1.8% of 340,000 active | Potency, µM (top dose mostly 46.1 µM), inactives show top-dose re-replication activation, hits mostly activators | SW480 DNA re-replication, Hoechst DNA content imaging, 48 h | AID 624297, 2012; further: potency means the concentration at half of the fitted maximal effect; % of control where 0% means no effect; nearly all actives have a fitted effect of over 55% in size
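Per well, 250 cells were exposed to pinned compound for 48 hr. Nuclear DNA was visualised with Hoechst (40 min, 37 C) and total object intensity recorded by fluorescence scanning.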
MCF10A rereplic: A quantitative high throughput screen for small molecules that induce DNA re-replication in MCF 10a normal breast cells; MCF 10A DNA re-replication, Hoechst nuclear intensity, 48 h; Potency, µM (titrated, usually from 46.1 µM), for the others: at the top dose activity, positive = re-replication, most hits filed as activators; 2.9% of 350,000 active; AID 624296, 2012; further: potency means the concentration at half of the fitted maximal effect; % of control where 0% means no effect; nearly all actives have a fitted effect of over 50% in size
D3 ag: qHTS of D3 Dopamine Receptor Agonist: qHTS; max activation, %; D(3) dopamine receptor (Homo sapiens), P35462; D3R DiscoveRx beta-arrestin cells, luminescence, 90 min; 0.58% of 410,000 active; in the data active means max activation above about 30%; further: 0% is about no effect; mostly tested at two doses, the higher about 12 µM
Target sequence (P35462 whole entry, looked up): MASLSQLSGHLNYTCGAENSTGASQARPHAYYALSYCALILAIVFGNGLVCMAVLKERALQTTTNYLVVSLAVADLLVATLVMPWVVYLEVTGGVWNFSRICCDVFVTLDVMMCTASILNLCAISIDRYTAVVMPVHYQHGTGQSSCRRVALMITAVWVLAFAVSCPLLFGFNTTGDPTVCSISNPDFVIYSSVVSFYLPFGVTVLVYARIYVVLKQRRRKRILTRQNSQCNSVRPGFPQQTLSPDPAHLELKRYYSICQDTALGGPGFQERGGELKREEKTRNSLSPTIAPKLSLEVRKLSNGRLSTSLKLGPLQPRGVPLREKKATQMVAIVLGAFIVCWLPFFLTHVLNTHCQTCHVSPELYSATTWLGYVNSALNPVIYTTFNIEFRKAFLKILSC
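Agonist-mode cell screen: cells plated at 1500/well and incubated overnight at 37 °C, then exposed to library compounds for 90 min at 37 °C. Detection reagent was added for 30–60 min at room temperature, and luminescence was read.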
IL1B secr inh: qHTS for Inhibitors of Inflammasome Signaling: IL-1-beta AlphaLISA Primary Screen | THP-1 LPS/ATP IL-1B secretion, AlphaLISA, 16 h; active compounds read low | AID 743279, 2014 | 4.7% of 360,000 active | activity change, % at 57.5 µM; in the data active means activity change below about -50%; inconclusive means mostly about -30% to -49%; further: on the % scale 0 is the no-effect control and ±100 the full control effect
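Secreted IL-1B measured by AlphaLISA bead assay after 16 h compound exposure of THP-1 cells; compounds (final up to 57.5 uM) added 1 h before LPS (250 ng/mL) and ATP (1.25 mM) stimulation; lower signal means less secretion.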
* = called active by the depositor; & = joins results of further samples; [ ] = remark or other dose. Unless noted, the call rests on the fitted dose curve; in most records, active means well fitted curve in the direction sought with a large enough effect; inconclusive means small, poorly fitted or top-dose-only effect, or another doubt; inactive means no such curve, though single readings can be large; an effect the other way counts as inactive or inconclusive.

For Cc1ncccc1C(=O)N1CCCC(CNC(=O)C2(c3ccc(Cl)cc3)CC2)C1 (stereo unspecified) the results were GLP1R cytotox -3.3%, KB-V1 cytotox 3.3%, HT1080 IDH1KD tx 10.7%, HT1080-NT tox -1.2%, KB-3-1 cytotox 0.2%, SW480 rereplic -27.5%, MCF10A rereplic 2.2%, D3 ag 3.6 and IL1B secr inh 15.5.
Cc1ccc(-c2ccc(SCC(=O)Nc3cc(C)on3)nn2)cc1 was read as GLP1R cytotox -0.2%, KB-V1 cytotox -16.4%, HT1080 IDH1KD tx -2.5%, HT1080-NT tox -14.5%, KB-3-1 cytotox 0.9%, SW480 rereplic -2.9%, MCF10A rereplic 7.9%, D3 ag 0.2 and IL1B secr inh -12.4.
For COCCNC(=O)C(c1ccc(O)cc1)N(Cc1ccccc1)C(=O)CCC(=O)Nc1ccccn1 (stereo unspecified) the results were GLP1R cytotox 11.2%, KB-V1 cytotox 1.7%, HT1080 IDH1KD tx 7.3%, HT1080-NT tox 0.5%, KB-3-1 cytotox 4.8%, SW480 rereplic 14.0%, MCF10A rereplic 3.9%, D3 ag -3.5 and IL1B secr inh -2.4.
For O=C(Nc1ccc(F)cc1)Nc1nnc(Cc2ccccc2F)s1 the results were GLP1R cytotox -11.1%, KB-V1 cytotox 18.4µM*, HT1080 IDH1KD tx -12.0%, HT1080-NT tox -15.8%, KB-3-1 cytotox -22.4%, SW480 rereplic 0.6%, MCF10A rereplic 2.0%, D3 ag 2.5 and IL1B secr inh 4.6.
Screening CCOc1cc(/C=N/N=C2/NC(=O)C(CC(=O)O)S2)ccc1OCc1ccc(Cl)cc1Cl (stereo unspecified) returned GLP1R cytotox -0.2%, KB-V1 cytotox inconclusive, HT1080 IDH1KD tx -23.2%, HT1080-NT tox -2.2%, KB-3-1 cytotox -1.6%, SW480 rereplic -6.2%, MCF10A rereplic inconclusive, D3 ag 1.4 and IL1B secr inh 11.2.
COc1ccc(N=C2SC(CC(=O)Nc3ccccc3F)C(=O)N2Cc2ccco2)cc1 (stereo unspecified) was read as GLP1R cytotox -27.7%, KB-V1 cytotox -11.2%, HT1080 IDH1KD tx -3.0%, HT1080-NT tox -3.4%, KB-3-1 cytotox 0.0%, MCF10A rereplic 4.4%, D3 ag 1.7 and IL1B secr inh 0.0.
Screening O=C(OCC(=O)N1CCCc2ccccc21)c1ccccc1[N+](=O)[O-] returned GLP1R cytotox 0.6%, KB-V1 cytotox inconclusive, HT1080 IDH1KD tx 15.8%, HT1080-NT tox 1.6%, KB-3-1 cytotox 0.0%, SW480 rereplic -5.2%, MCF10A rereplic -2.1%, D3 ag -2.0 and IL1B secr inh -17.7.
Screening CCc1nnc(NC(=O)CSc2nc3cc4c(cc3cc2C)OCCO4)s1 returned GLP1R cytotox 1.2%, KB-V1 cytotox inconclusive, HT1080 IDH1KD tx 17.7%, HT1080-NT tox -1.1%, KB-3-1 cytotox -15.3%, SW480 rereplic -0.9%, MCF10A rereplic 17.3%, D3 ag -2.4 and IL1B secr inh 2.1.
`Cc1ccc(NC(=O)Cn2cnc3c(NCc4ccccc4)ncnc32)cc1C` gave GLP1R cytotox -9.8%, KB-V1 cytotox 0.0%, HT1080 IDH1KD tx 6.3%, HT1080-NT tox 17.5%, KB-3-1 cytotox 12.8%, SW480 rereplic 1.2%, MCF10A rereplic 7.5%, D3 ag 3.7 and IL1B secr inh 28.0.
For Cc1ccc(NC(=S)N/N=C2\CC(C)(C)Oc3ccc(O)cc32)cc1 the results were GLP1R cytotox inconclusive, KB-V1 cytotox 6.6%, HT1080 IDH1KD tx -5.0%, HT1080-NT tox -22.0%, KB-3-1 cytotox -1.1%, SW480 rereplic -176.1%[inhibitor], MCF10A rereplic 20.6µM*, D3 ag -2.1 and IL1B secr inh -4.0.
Screening CC(NS(=O)(=O)c1ccc(F)cc1)C(c1cccs1)N1CCN(C)CC1 (stereo unspecified) returned GLP1R cytotox 17.4%, KB-V1 cytotox 16.0%, HT1080 IDH1KD tx -4.3%, HT1080-NT tox 0.7%, KB-3-1 cytotox 1.6%, SW480 rereplic 12.7%, MCF10A rereplic 14.7%, D3 ag -6.0 and IL1B secr inh -15.6.
For COc1ccc(N2CC(NC(=O)N3CCc4ccccc43)CC2=O)cc1OC (stereo unspecified) the results were GLP1R cytotox -1.2%, KB-V1 cytotox -4.0%, HT1080 IDH1KD tx -11.3%, HT1080-NT tox 0.0%, KB-3-1 cytotox -7.7%, SW480 rereplic -13.4%, MCF10A rereplic 0.9%, D3 ag 25.2 and IL1B secr inh 24.3.
Screening CCC(C)Sc1nc2c([nH]c3ccccc32)c(=O)n1C (stereo unspecified) returned GLP1R cytotox 4.9%&0.4%, KB-V1 cytotox -10.1%, HT1080 IDH1KD tx -2.1%, HT1080-NT tox -0.7%, KB-3-1 cytotox 14.9%, SW480 rereplic -17.6%, MCF10A rereplic -10.6%, D3 ag 5.8&1.7 and IL1B secr inh 18.3.
Screening COc1ccc(-c2cc(C(F)(F)F)n3nc(C(=O)N4CCCC4)cc3n2)cc1 returned GLP1R cytotox 8.3%, KB-V1 cytotox 2.8%, HT1080 IDH1KD tx 17.6%, HT1080-NT tox 18.6%, KB-3-1 cytotox -0.2%, SW480 rereplic -6.9%, MCF10A rereplic -5.5%, D3 ag 0.0 and IL1B secr inh -2.2.
O=C(COC(=O)/C=C/c1ccc(F)cc1)NC1CCS(=O)(=O)C1 (stereo unspecified) was read as GLP1R cytotox 11.6%, KB-V1 cytotox 13.2%, HT1080 IDH1KD tx 5.0%, HT1080-NT tox 6.0%, KB-3-1 cytotox 0.0%, SW480 rereplic -7.1%, MCF10A rereplic 3.2%, D3 ag -3.2 and IL1B secr inh -6.3.
`CCC1=NN(C(=O)Cc2ccc([N+](=O)[O-])cc2)C(O)(C(F)(F)F)C1` (stereo unspecified) gave GLP1R cytotox -8.2%, KB-V1 cytotox -5.5%, HT1080 IDH1KD tx 5.1%, HT1080-NT tox 9.5%, KB-3-1 cytotox 2.9%, SW480 rereplic 3.2%, MCF10A rereplic -1.0%, D3 ag 4.6 and IL1B secr inh 0.0.
`COc1ccc(NC(=O)CSc2nnc(CN3CCOCC3)n2-c2ccccc2)cc1Cl` gave GLP1R cytotox -12.7%, KB-V1 cytotox 0.0%, HT1080 IDH1KD tx -0.2%, HT1080-NT tox 13.2%, KB-3-1 cytotox 0.0%, SW480 rereplic 8.9%, MCF10A rereplic inconclusive, D3 ag -16.4 and IL1B secr inh 15.0.
Screening Cc1cc2c(cc3c(SCC(=O)Nc4cccc(Cl)c4C)nnc(C)n32)o1 returned GLP1R cytotox 2.6%, KB-V1 cytotox inconclusive, KB-3-1 cytotox 0.6% and D3 ag 5.2.
Screening O=C(COC(=O)CCN=C1NS(=O)(=O)c2ccccc21)NNC(=O)c1ccc(Cl)cc1 returned GLP1R cytotox -34.6%, KB-V1 cytotox 12.7%, HT1080 IDH1KD tx 6.1%, HT1080-NT tox -0.1%, KB-3-1 cytotox 5.6%, SW480 rereplic 2.5%, MCF10A rereplic 1.7%, D3 ag -10.2 and IL1B secr inh -4.9.
`C=C(C)CSc1nnc2n(Cc3ccccc3)c(=O)c3c4c(sc3n12)CCC4` gave GLP1R cytotox -10.3%, KB-V1 cytotox inconclusive, HT1080 IDH1KD tx 4.8%, HT1080-NT tox 11.9%, KB-3-1 cytotox 1.1%, SW480 rereplic -4.3%, MCF10A rereplic 0.0%, D3 ag 7.0 and IL1B secr inh -12.4.
Screening N#Cc1c(NC(=O)COC(=O)C2=COCCO2)sc2c1CCCC2 returned GLP1R cytotox -11.1%, KB-V1 cytotox 0.8%, HT1080 IDH1KD tx -10.7%, HT1080-NT tox 0.6%, KB-3-1 cytotox 0.3%, D3 ag 0.6 and IL1B secr inh -1.6.
Screening O=C(CSc1nnc(SCc2cccc3ccccc23)s1)Nc1ccc(C(=O)O)cc1 returned GLP1R cytotox 6.4%, KB-V1 cytotox -7.6%, HT1080 IDH1KD tx inconclusive, HT1080-NT tox 16.0%, KB-3-1 cytotox 10.6%, SW480 rereplic -2.9%, MCF10A rereplic -2.3%, D3 ag -0.5 and IL1B secr inh 12.9.
`COCCNC(=O)NC(=O)COC(=O)c1ccc2[nH]c3c(c2c1)CCCC3` gave GLP1R cytotox inconclusive, KB-V1 cytotox inconclusive, HT1080 IDH1KD tx inconclusive, HT1080-NT tox -23.7%, KB-3-1 cytotox inconclusive, SW480 rereplic -3.3%, MCF10A rereplic -10.1%, D3 ag 1.4 and IL1B secr inh 17.4.
Screening O=c1[nH][nH]c(-c2ccccc2)c1C=Nc1cccc(Cl)c1 returned GLP1R cytotox -8.9%, KB-V1 cytotox 3.8%, HT1080 IDH1KD tx 4.2%, HT1080-NT tox 6.1%, KB-3-1 cytotox 21.3%, SW480 rereplic -0.4%, MCF10A rereplic 1.0%, D3 ag 0.4 and IL1B secr inh -2.8.
Cc1ccc(C(=O)N2CCN(c3ccc([N+](=O)[O-])cc3)CC2)o1 was read as GLP1R cytotox -22.8%, KB-V1 cytotox -1.2%, HT1080 IDH1KD tx -11.7%, HT1080-NT tox -7.7%, KB-3-1 cytotox -1.6%, SW480 rereplic -9.8%, MCF10A rereplic -1.9%, D3 ag 6.1 and IL1B secr inh -22.2.
